# Bioassay records: PubChem BioAssay, National Center for Advancing Translational Sciences (NCATS)
# ALOX12 inh: blocks human arachidonate 12S-lipoxygenase | P18054 | Potency, µM (series often up to 108 µM), without a hit: at the highest dose activity change, negative = inhibition, most hits filed as inhibitors | purified 12hLO, xylenol orange hydroperoxide absorbance | 1.1% of 580,000 active; note: potency is the fitted concentration of half-maximal effect; % is set by controls: 0 for no effect and ±100 for the full control effect
# Target sequence (P18054 whole entry, looked up): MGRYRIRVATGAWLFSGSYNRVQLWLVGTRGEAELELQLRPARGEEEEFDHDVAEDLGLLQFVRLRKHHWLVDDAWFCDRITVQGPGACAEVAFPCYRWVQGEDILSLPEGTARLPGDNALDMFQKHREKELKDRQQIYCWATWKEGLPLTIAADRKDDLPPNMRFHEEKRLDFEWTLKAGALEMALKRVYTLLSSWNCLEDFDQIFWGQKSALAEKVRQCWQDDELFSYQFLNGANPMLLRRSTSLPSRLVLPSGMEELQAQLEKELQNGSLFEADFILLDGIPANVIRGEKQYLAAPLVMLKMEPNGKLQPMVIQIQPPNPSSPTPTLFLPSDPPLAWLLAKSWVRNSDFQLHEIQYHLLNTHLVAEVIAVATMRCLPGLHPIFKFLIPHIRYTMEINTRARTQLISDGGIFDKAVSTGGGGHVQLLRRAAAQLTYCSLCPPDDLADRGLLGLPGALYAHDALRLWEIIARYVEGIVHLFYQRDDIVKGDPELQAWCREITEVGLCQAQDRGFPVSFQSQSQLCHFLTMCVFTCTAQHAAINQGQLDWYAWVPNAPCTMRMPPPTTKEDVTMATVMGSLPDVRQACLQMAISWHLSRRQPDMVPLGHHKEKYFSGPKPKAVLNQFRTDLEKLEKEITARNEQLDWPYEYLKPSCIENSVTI
#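 Hydroperoxide product was detected by ferrous iron/xylenol orange as the 573 to 405 nm absorbance ratio. Arachidonic acid at 40 uM (final) was turned over for 30 min at room temperature by 150 nM human 12hLO, pH 7.0 Hepes buffer, after 15 min compound preincubation.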
# LDHA inh: blocks human lactate dehydrogenase A; activity change, % (values are at about 110 or 230 µM); P00338; 0.15% of 480,000 active; purified LDHA, NADH/diaphorase-resazurin fluorescence; stronger effect = lower value; in the data active = activity change below about -30%; inconclusive = mostly about -25% to -30%;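 note: plate controls were DMSO wells for no effect and wells without enzyme for full effect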
#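 LDH5 2 nM; NADH 0.06 mM, pyruvate 0.2 mM; 200 mM Tris pH 7.4, EDTA, Tween-20; 5 min RT. Detection: diaphorase 0.133 mg/mL + resazurin 37 µM, fluorescence ex540/em590 at 0 and 20 min; normalized to enzyme-free and DMSO wells.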
# D2 ag: activates the human D2 dopamine receptor. P14416. HEK293 T-REx D2 cells, calcium flux agonist mode. activation, % at 2 µM. 0.53% of 340,000 active. AID 485358;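 active = activation over 3 SD above normal in the single-dose calcium agonist read, cut at about 30% in these data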; note: 0% is about no effect
#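 In this primary screen, compounds producing a positive calcium signal within 180 s of addition to tetracycline-induced, force-coupled HEK293 Trex D2 cells are flagged; cells are dye-loaded with a no-wash calcium kit beforehand.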
# Vif-A3F inh: inhibitors of Vif-A3F interaction; 0.2% of 390,000 active; Potency, µM (highest dose often 46.1 µM), inactives show top-dose activity, negative = active; HeLa A3F-eYFP + Vif (tagged APOBEC3F with the HIV-1 protein that degrades it), YFP fluorescence increase; note: potency is the fitted concentration of half-maximal effect; % of control where 0% means no effect; nearly all actives have a fitted effect of over 65% in size
#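 Fluorescence increase (Ex 488/Em 500-530) after overnight compound treatment at 37 deg C flags inhibition of Vif-driven A3F-eYFP loss in stable HeLa A3F-eYFP/Vif cells seeded overnight beforehand.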
# Vif-APOBEC3G blk: blocks the Vif interaction with human APOBEC3G; HeLa A3G-eYFP + Vif (tagged APOBEC3G with the HIV-1 protein that degrades it), YFP fluorescence, overnight; Potency, µM (doses to about 46.1 µM), without a hit: top-dose activity, negative = active, usual class: inhibitors; 0.076% of 410,000 active; AID 602310;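 note: potency is the fitted concentration of half-maximal effect; % is set by controls: 0 for no effect and ±100 for the full control effect; nearly all actives have a fitted effect of over 60% in size; hits raise eYFP signal because A3G escapes Vif-driven loss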
#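 Read-out is eYFP fluorescence (Ex 488/Em 500-530) from Vif-expressing HeLa A3G-eYFP cells; more signal means A3G escaped Vif-mediated degradation. Cells plated overnight, compound pinned in, incubated overnight at 37 deg C.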
# RGS4 inhibitor: inhibitors of human regulator of G protein signaling 4. P49798. Transcreener GDP fluorescence polarization, RGS4-accelerated GTP hydrolysis. Potency, µM (highest dose often 114 µM), for inactives: at the top dose activity change, negative = inhibition, actives largely listed as inhibitors. 0.039% of 390,000 active; note: potency is the fitted concentration of half-maximal effect; % is set by controls: 0 for no effect and ±100 for the full control effect; nearly all actives have a fitted effect of over 75% in size; some results filed as inactive show a strong effect at the top dose
# Target sequence (P49798 whole entry, looked up): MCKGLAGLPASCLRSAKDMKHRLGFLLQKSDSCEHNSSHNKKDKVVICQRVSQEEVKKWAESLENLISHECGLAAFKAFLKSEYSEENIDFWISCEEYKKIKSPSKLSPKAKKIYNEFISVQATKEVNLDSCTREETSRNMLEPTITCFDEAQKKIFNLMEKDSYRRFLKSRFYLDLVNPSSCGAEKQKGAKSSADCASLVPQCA
#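 MLSMR compounds (23 nl, pin-transferred) preincubated 10 min at room temperature with a 500nM (2x) first reagent, then RGS4 at 900nM (2x) plus Transcreener GDP mix added; fluorescence polarization (620/688 nm) read before and after 90 min at 30 °C.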
# ERG Ets-DNA blk: ERG Ets/DNA interaction inhibition | P11308 | fluorescence polarization, His-ERG Ets domain / labelled DNA | Potency, µM (highest dose often 76.9 µM), inactives show at the top dose FP activity, negative = inhibition, actives largely listed as inhibitors | 0.028% of 370,000 active | AID 624246; active = well fitted inhibition curve with a large enough effect in the polarisation, with a control signal flat; inconclusive = small, poorly fitted or top-dose-only effect, or effect the other way, or a change in a side signal; inactive = no such curve, though single readings can be large or run the other way; the % refers to the polarisation;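 note: polarization taken with two DNA probes labelled with fluorescein and Texas red; potency is the fitted concentration of half-maximal effect; % of control where 0% means no effect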
#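 His-tagged ERG Ets domain (1 uM in the protein solution; 300mM KCl, 50mM Tris-HCl, 1mM EDTA, 1mM DTT, pH 7.5) received compound, then a probe mix of 5 nM fluorescein-DNA and 100nM Texas-615-DNA. Fluorescence polarization was read for both dyes.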
# Glioma ERSR ind: induces the endoplasmic reticulum stress response in human glioma cells; 0.02% of 420,000 active; U87-MG GRP78 promoter luciferase reporter, 16 h; Potency, µM, without a hit: top-dose activation, usual class: activators; note: potency is the fitted concentration of half-maximal effect; series mostly up to about 76 µM; % of control where 0% means no effect; nearly all actives have a fitted effect of over 35% in size
#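 Stably transfected U87-MG human glioma cells carrying a GRP78-based luminescent sensor were seeded at 1000 cells/well, pin-dosed with compounds and incubated 16 h. Luciferase reagent was then added, and end-point luminescence was read after 10 min at room temperature.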
# D2 antagonist: antagonists of human D2 dopamine receptor. HEK293 TREx D2 cells, calcium flux, dopamine EC80. inhibition, % at 10 µM. 2% of 340,000 active; in the data active = inhibition above about 30%; note: 0% is about no effect
#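 Tetracycline-induced HEK293 T-REx cells expressing D2 force-coupled to calcium signalling were dye-loaded, exposed to compound for 180 s, then challenged with an EC80 of dopamine; calcium flux was followed kinetically for a further 180 s.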
# * hit, by the source's call; ? = inconclusive; · = not tested or not shown; & = joins results of further samples; [ ] = dose if it differs, or a comment. Unless noted, calls come from the whole dose curve; as a rule, active = well fitted curve in the direction sought with a large enough effect; inconclusive = small, poorly fitted or top-dose-only effect, or another doubt; inactive = no such curve, though single readings can be large; an effect the other way counts as inactive or inconclusive. This is a subset; rates above refer to the full screens.
SMILES,ALOX12 inh,LDHA inh,D2 ag,Vif-A3F inh,Vif-APOBEC3G blk,RGS4 inhibitor,ERG Ets-DNA blk,Glioma ERSR ind,D2 antagonist
CCOc1ccc2c(c1)C(C)=CC(C)(C)N2S(=O)(=O)c1ccc(NC(C)=O)cc1,0.0%,0.8,-0.6,-3.1%,?,-2.4%,1.9%,-3.7%,13.6
CC1(C(=O)Nc2cccc(OC(F)(F)F)c2)Cc2c(-c3cccc(C(N)=O)c3)ccnc2O1 (centres undefined),?,-1.2,·,·,-14.3%,·,·,-5.5%,·
Cc1ccc(S(=O)(=O)N2CCCC2)cc1C(=O)N1CCC(C)CC1,13.4%,0.5,0.4,-1.9%,0.9%,-13.1%,39.0%[activator],-3.8%,2.3
O=C(CCNC(=O)C1CCN(S(=O)(=O)c2ccccc2)CC1)NCc1cccc(C(F)(F)F)c1,-19.5%,-0.8,0.0,0.6%,-1.0%,-12.4%,0.3%,-3.3%,-14.5
Cn1cccc1Cc1nnc(SCC(=O)Nc2ccccc2F)n1CCc1ccccc1,442.4%[activator],-1.9,0.3,1.9%,-2.6%,-43.7%,-12.0%,0.4%,4.5
CCN(CC)S(=O)(=O)c1cccc(NC(=O)COC(=O)c2cc(=O)c3ccccc3o2)c1,-9.4%&-2.6%,-7.7&-0.4,1.0,-0.3%,2.3%,-11.9%,5.2%,-0.2%,-4.7
COc1ccc(CNC(=O)c2ccncc2)cc1,17.0%,-3.3,1.6,-15.4%,4.8%,-18.2%,-2.0%,2.6%,-0.6
O=C1c2ccccc2C(O)(c2ncc[nH]2)N1C1CCCCC1 (centres undefined),110.9%[activator],-4.2,0.4,-1.5%,-0.8%,-0.2%,10.3%,-2.2%,-10.1
Cc1cc(C)c(S(=O)(=O)NCc2csc(-c3ccccc3)n2)c(C)c1,-20.3%,-8.1,1.1,·,·,-13.3%,-5.3%,·,·
O=C(Cc1ccc(NC(=O)C2CCN(C(=O)C3CCC3)CC2)cc1)Nc1cccc(C(=O)N2CCCCC2)c1,13.8%,-10.6,·,-1.0%,2.1%,18.6%,0.0%,-1.0%,·
CNc1cc(N2CCCC2)ccc1[N+](=O)[O-],0.7%,-3.3,·,-20.2%,-6.9%,-13.7%,3.8%,-4.7%,·
Cc1cc(C)c2c(c1)cc(C)c1nnc(SCC(=O)Nc3ccc(S(=O)(=O)N4CCCCC4)cc3)n12,-17.9%,-0.6,-0.8,0.2%,2.5%,-18.0%,12.2%,-0.4%,21.6
CCn1nnnc1SCC(=O)NNC(=O)C1CCCCC1,-13.6%,-2.2,-0.6,-2.6%,-5.8%,19.0%,3.7%,-3.3%,12.5
O=C(NCc1ccccn1)C(=O)NCC1OCCN1S(=O)(=O)c1ccc(F)cc1 (centres undefined),-2.4%,-2.8,0.5,0.3%,-7.2%,-2.4%,6.5%,-5.4%,2.4
C[C@@H]1ON(C)[C@H]2C[C@H]3c4[nH]c5ccccc5c4CCN3C[C@@H]12,-9.0%,-18.9,·,-14.3%,0.9%,·,·,-4.4%,·
COc1ccc(-n2c(C)ccc2C)c([N+](=O)[O-])c1,?,1.7,-0.3,6.3%,0.3%,-10.0%,-0.1%,-0.5%,6.8
CCOc1ccccc1NC(=O)c1oc2ccccc2c1NC(=O)C1CCCO1 (centres undefined),-11.1%,-4.9,-0.2,4.9%,-2.2%,-13.2%,4.2%,-2.9%,-13.3
O=C(c1ccc(Oc2ccc([N+](=O)[O-])cc2Cl)cc1)N1CCCC1,-6.5%,-8.2,-1.0,1.7%,1.1%,4.0%,-2.2%,-4.6%,-4.7
COc1ccc(N2CC(C(=O)Nc3cccc(S(=O)(=O)N4CCCC4)c3)CC2=O)c(OC)c1 (centres undefined),1.8%,-1.5,-0.1,-2.7%,-0.6%,1.1%,6.8%,-4.0%,1.0
COc1ccc(C(C)=O)cc1Cn1c(C)c(C(=O)NCc2cccc(C)c2)sc1=O,14.5%,-11.5,·,·,-5.1%,·,·,1.1%,·
O=C(Nc1nnc(S(=O)(=O)N2CCN(c3ccc(F)cc3)CC2)s1)c1ccccc1,-2.8%,1.8,0.1,2.9%,-4.0%,20.2%,3.8%,0.3%,-9.2
CCn1c(=O)c2c(O)cc(=O)oc2c2ccccc21,-45.5%,15.0,0.7,2.0%,-4.7%,-7.4%,-14.3%,-4.5%,4.7
COc1ccc(-n2c(C)c(C(C)=O)c(C(C)=O)c2C)cc1,11.6%,1.1,0.4,0.3%,-0.9%,-0.4%,4.4%,-4.1%,-11.9
O=C1C(=NO)CC(c2ccccc2)N1c1ccccc1 (centres undefined),-9.0%,-3.2,·,4.6%,0.9%,27.3%,-6.9%,-1.3%,·
C[C@@H]1COC(=O)[C@H](Cc2ccc(F)cc2)CC/C=C\C[C@@H](CC(=O)NCCO)C(=O)N1,1.9%,1.2,·,-4.3%,0.5%,-8.3%,6.8%,-1.3%,·

# The results go on.
SMILES,ALOX12 inh,LDHA inh,D2 ag,Vif-A3F inh,Vif-APOBEC3G blk,RGS4 inhibitor,ERG Ets-DNA blk,Glioma ERSR ind,D2 antagonist
Cc1cc(=O)[nH]c(N/N=C/c2ccccc2Cl)n1,?,-4.4,·,-9.2%,-3.3%,-10.2%,1.4%,7.3%,·
Cc1ccc(CN(C(=O)c2ccccc2Br)C2CCS(=O)(=O)C2)o1 (centres undefined),-19.9%,-0.4,0.8,·,·,10.6%,9.4%,·,·
CCCCNC(=S)NNC(=O)c1cc(-c2ccncc2)nc2ccccc12,?,-1.8,-1.3,0.3%,-0.3%,-40.9%,-9.3%,-1.6%,9.7
S=c1[nH]cnc2scc(-c3ccc(Br)cc3)c12,-12.0%,-2.1,-1.3,?,6.2%,-10.2%,-7.1%,-6.6%,16.3
COc1ccc(CCN(C)C(=O)c2cc(-c3ccccc3)nc3ccccc23)cc1OC,-1.2%,-3.7,2.7,3.6%,-1.5%,2.7%,-2.5%,-4.3%,5.7
O=C(NCc1ccc(F)cc1)c1cc(C2CCCN(C(=O)c3ccc4ccccc4c3)C2)on1 (centres undefined),?,-4.6,·,·,0.0%,·,·,-4.1%,·
COc1ccc(/C=C/c2nnc(NC(=O)COc3cccc(C)c3)s2)cc1,7.2%,-11.8,0.8,-1.4%,-9.1%,6.8%,-7.2%,3.2%,2.9
COc1cccc(NC(=O)CCC(=O)Nc2cc(OC)c(NC(=O)c3cccs3)cc2OC)c1,-26.9%,-4.0,·,-7.9%,-2.6%,-2.0%,9.1%,-0.9%,·
CCCC(NC(=O)c1ccco1)c1nc2ccccc2[nH]1 (centres undefined),-7.3%,2.5,-0.7,0.0%,0.9%,15.9%,·,-0.7%,0.7
O=C(NC1CCCc2ccccc21)C1CCN(c2c3c(nc4ncnn24)CCC3)CC1 (centres undefined),-3.6%,3.9,-1.4,-8.2%,1.2%,-3.4%,6.3%,-1.0%,1.1
CCOC(=O)Nc1ccc2c(c1)N(C(=O)CN1CCN(CCO)CC1)c1ccccc1CC2,0.0%,-2.5,·,4.6%,3.6%,5.2%,4.5%,-2.4%,·
NC(=O)c1c(NC(=O)c2ccccc2Cl)sc2c1CCC2,28.2µM*,-1.0,-0.4,6.1%,-8.0%,-2.5%,1.2%,3.5%,1.2
Cc1ccccc1-c1nc(CS(=O)CC(=O)NCCc2ccc(Cl)cc2)c(C)o1 (centres undefined),?,1.2&-8.8,0.3&0.3,-14.4%&-4.6%,-8.3%&-0.3%,?,-5.5%&3.6%,-6.8%&-2.7%,-6.7
Cc1ccc(C)c(NC(=O)COC(=O)CC2c3ccccc3CCN2S(=O)(=O)c2ccc(F)cc2)c1 (centres undefined),·,-0.8,0.8,0.0%,-1.2%,-8.5%,9.8%,-2.1%,-3.2
CCc1ccc(N(CC(=O)NC2CCCCC2)C(=O)CNC(=O)c2ccco2)cc1,16.1%,-11.1,4.7,-0.2%,-5.3%,-13.8%,-6.9%,0.8%,6.6
Cc1csc(NC(C)c2nc3cc(C(F)(F)F)ccc3n2CCCO)n1 (centres undefined),12.3%,0.6,·,-1.8%,-0.5%,14.2%,9.8%,-0.1%,·
Clc1cccc(-c2cc3nc4c(c(N5CCN(c6cnccn6)CC5)n3n2)CCCC4)c1,0.0%,-2.7,1.1,-4.4%,-0.1%,11.1%,-0.9%,-2.4%,41.2*
CCCCCCCNC(=O)C1(CC2CC(c3ccc(Cl)cc3)=NO2)CCN(C(=O)OC(C)(C)C)CC1 (centres undefined),-13.6%,0.9,-0.2,7.0%,-3.2%,3.7%,-0.9%,-3.1%,9.5
Cc1ccc(CNc2c(C)c(C)nc3nncn23)cc1,-26.7%,-2.7,-0.4,-3.4%,0.9%,22.2%,-3.3%,-4.9%,·

# In a second layout: results already given
# Every second line gives: ALOX12 inh, LDHA inh, D2 ag, Vif-A3F inh, Vif-APOBEC3G blk, RGS4 inhibitor, ERG Ets-DNA blk, Glioma ERSR ind, D2 antagonist
Cc1cc(=O)[nH]c(N/N=C/c2ccccc2Cl)n1
  ?, -4.4, ·, -9.2%, -3.3%, -10.2%, 1.4%, 7.3%, ·
NC(=O)c1c(NC(=O)c2ccccc2Cl)sc2c1CCC2
  28.2µM*, -1.0, -0.4, 6.1%, -8.0%, -2.5%, 1.2%, 3.5%, 1.2
COc1cccc(NC(=O)CCC(=O)Nc2cc(OC)c(NC(=O)c3cccs3)cc2OC)c1
  -26.9%, -4.0, ·, -7.9%, -2.6%, -2.0%, 9.1%, -0.9%, ·
